Assay outcomes deposited in PubChem BioAssay by National Center for Advancing Translational Sciences (NCATS).
IP6K1 inh = IP6K1 kinase inhibition. Q92551. IP6K1 kinase, ADP-Glo luminescence, 2 h; hits give low values. activity change, % (series mostly up to about 58 µM). 140,000 compounds, 0.81% hits. AID 1645851; in the data active = activity change below about -25%
Target sequence (Q92551 whole entry, looked up): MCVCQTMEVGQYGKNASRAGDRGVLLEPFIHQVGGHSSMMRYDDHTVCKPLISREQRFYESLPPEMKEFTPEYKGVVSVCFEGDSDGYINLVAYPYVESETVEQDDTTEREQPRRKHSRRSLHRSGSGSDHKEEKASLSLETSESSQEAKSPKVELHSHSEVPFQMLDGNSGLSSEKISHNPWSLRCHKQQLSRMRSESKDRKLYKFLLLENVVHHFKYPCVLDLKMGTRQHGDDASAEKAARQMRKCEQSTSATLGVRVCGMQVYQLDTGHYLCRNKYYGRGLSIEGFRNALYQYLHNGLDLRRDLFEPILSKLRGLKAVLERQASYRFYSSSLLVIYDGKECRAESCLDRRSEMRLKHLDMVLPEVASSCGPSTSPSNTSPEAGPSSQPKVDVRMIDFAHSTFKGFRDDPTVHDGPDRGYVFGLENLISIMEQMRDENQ
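ADP-Glo luminescence measures ADP made by human IP6K1 during a 2 h RT reaction with ATP/IP6 (mix at 1.3 mM/130 uM); top library doses 57.5 and 19.1 uM final.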
GPT2 inhibitor = blocks human glutamate pyruvate transaminase 2. Potency, µM (titrated, usually from 57.7 µM), for the others: at the highest dose activity change, negative = inhibition, usual class: inhibitors. Recombinant GPT2, coupled pyruvate oxidase/HRP Amplex Red fluorescence. Q8TD30. 100,000 compounds, 0.25% hits. AID 1671188; note: potency is the fitted concentration of half-maximal effect; nearly all actives have a fitted effect of over 60% in size; many of its hits are not listed in these tables
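GPT2 10ng/uL, a-KG 250uM, L-Ala 2mM, HEPES pH7.5 + 0.0001% Tween; 30 min RT. Then Amplex mix (PO/HRP/ThPP), 30 min RT dark, fluorescence. AOA 50uM used as positive control.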
HEK cytotox = cytotoxic compounds in HEK 293 cells. 94,000 compounds, 6.6% hits. Potency, µM (top dose mostly 115 µM), inactives show top-dose activity change, negative = cytotoxicity, usual class: inhibitors. HEK 293 viability, ATP luminescence (CellTiter-Glo), 48-72 h; note: potency is the fitted concentration of half-maximal effect; nearly all actives have a fitted effect of over 60% in size
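Luminescence from cellular ATP, measured with CellTiter-Glo, indicates HEK 293 viability. Cells plated at 250 cells/well are treated with compound for 48 or 72 hr at 37 degree Celsius before reagent addition.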
SNCA viab count = cell viability loss counter-screen. Potency, µM (titrated, usually from 57.1 µM), without a hit: at the top dose activity change, negative = cytotoxicity, actives largely listed as cytotoxic. 150,000 compounds, 0.12% hits. HEK-293-SNCA-luc viability, GF-AFC fluorescence, 24 h;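 note: potency is the fitted concentration of half-maximal effect; 0% = DMSO-treated cells and -100% = medium-only wells without cells; nearly all actives have a fitted effect of over 30% in size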
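HEK-293-SNCA-luc cells (1500/well) plated 24 h, then exposed 24 h to a dilution series; GF-AFC added 30 min at 37C, fluorescence 405/540 nm; normalised to medium-only and DMSO wells, Hill fit.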
FLuc inh = blocks purified firefly luciferase enzyme activity | P08659 | purified P. pyralis luciferase, luminescence, biochemical | Potency, µM (top dose mostly 115 µM), for the others: top-dose activity change, negative = inhibition, actives largely listed as inhibitors | 76,000 compounds, 2.5% hits; note: potency is the fitted concentration of half-maximal effect; nearly all actives have a fitted effect of over 65% in size
Target sequence (P08659 whole entry, looked up): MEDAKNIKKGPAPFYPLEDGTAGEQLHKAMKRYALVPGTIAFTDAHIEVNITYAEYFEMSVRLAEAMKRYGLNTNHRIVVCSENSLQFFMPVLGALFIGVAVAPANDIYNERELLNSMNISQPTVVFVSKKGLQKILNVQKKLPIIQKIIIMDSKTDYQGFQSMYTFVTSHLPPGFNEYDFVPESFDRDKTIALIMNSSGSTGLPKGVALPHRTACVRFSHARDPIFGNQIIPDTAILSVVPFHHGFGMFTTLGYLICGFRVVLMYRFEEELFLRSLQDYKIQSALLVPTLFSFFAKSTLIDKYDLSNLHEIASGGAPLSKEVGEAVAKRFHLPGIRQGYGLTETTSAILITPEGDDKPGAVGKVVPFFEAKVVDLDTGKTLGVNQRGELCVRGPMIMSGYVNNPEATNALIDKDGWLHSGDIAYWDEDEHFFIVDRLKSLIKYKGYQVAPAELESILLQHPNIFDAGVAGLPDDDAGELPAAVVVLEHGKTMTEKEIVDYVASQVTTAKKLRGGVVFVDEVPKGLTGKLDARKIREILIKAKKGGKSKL
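Cell-free enzyme assay, 10nM P. pyralis luciferase, luciferin and ATP each at 10uM. Inhibition profiled over a 6-point titration, read as luminescence.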
SNCA expr inhib = inhibitors of alpha-synuclein (SNCA) gene expression; HEK-293 SNCA-luciferase knock-in, luminescence, 24 h; Potency, µM (highest dose often 57.2 µM), inactives show at the highest dose activity change, negative = inhibition, most hits filed as inhibitors; 140,000 compounds, 0.17% hits; AID 1671194;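 note: potency is the fitted concentration of half-maximal effect; plate controls were DMSO cells for no effect and cell-free wells for full effect; nearly all actives have a fitted effect of over 45% in size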
NIH3T3 tox = cytotoxic compounds in NIH 3T3 cells; NIH 3T3 viability, CellTiter-Glo ATP luminescence, 48-72 h; Potency, µM (top dose mostly 96.7 µM), for the others: top-dose activity change, negative = cytotoxicity, actives largely listed as inhibitors; 94,000 compounds, 4.3% hits; note: potency is the fitted concentration of half-maximal effect; nearly all actives have a fitted effect of over 55% in size
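NIH 3T3 cells at 400 cells/well received 23 nL of compound by pintool and were incubated 48 or 72 h at 37 °C. Viability was read as ATP-coupled CellTiter-Glo luminescence.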
Starred values were filed as active, the others as inactive; i = inactive; ? = inconclusive; nt = no result given; [ ] = remark or other dose. Unless noted, calls come from the whole dose curve; as a rule, active = well fitted curve in the direction sought with a large enough effect; inconclusive = small, poorly fitted or top-dose-only effect, or another doubt; inactive = no such curve, though single readings can be large; an effect the other way counts as inactive or inconclusive. Unless noted, % is set by controls: 0 for no effect and ±100 for the full control effect. These rows are one share of the data; rates above refer to the full screens.

Values run as follows: IP6K1 inh | GPT2 inhibitor | HEK cytotox | SNCA viab count | FLuc inh | SNCA expr inhib | NIH3T3 tox
O=C(c1ccccc1F)N1CC2(C1)C(=O)Nc1ccccc12
→ -17 | i | i | -3%[87.6 µM] | nt | 8%[87.6 µM] | i
CCN(c1cc(C)cc(C)c1)S(=O)(=O)c1nnc(NC(=O)c2ccco2)s1
→ 1 | nt | nt | -4% | nt | 13% | nt
Cc1noc([C@@H]2CN(S(=O)(=O)c3cccs3)C[C@H]2C(N)=O)n1
→ -4 | i | i | 5% | -13% | 0% | -17%
COCCNC(=O)[C@H]1C[C@H](Oc2ccccc2)CN1Cc1cn(C)c2ccccc12
→ 13 | i | 40µM* | 3% | 5% | 5% | -27%
Cc1ccc(NC(=O)CCS(=O)(=O)c2cccc3nonc23)cc1Cl
→ 17 | nt | nt | ? | nt | -4% | nt
COc1ccc(-n2c(SCC(=O)c3ccc(Cl)cc3)nc3c([nH]c4ccccc43)c2=O)cc1
→ -8 | nt | nt | -5% | nt | 8% | nt
COc1ccc(OC)c(NC(=O)C2CCN(S(=O)(=O)c3ccc4c(c3)CCCC(=O)N4)CC2)c1
→ -4 | nt | nt | 3% | nt | -4% | nt
CCCCNc1nc2c(S(=O)(=O)c3ccc(Br)cc3)nnn2c2ccsc12
→ -17 | nt | nt | -3% | nt | 0% | nt
N#Cc1ccc(NS(=O)(=O)c2ccc(-c3cnc(C4CC4)o3)cc2)cc1
→ -14 | nt | nt | -9% | nt | 3% | nt
Cc1nccn1CC(=O)N1CCCC(c2ccc(C(=O)O)cc2)C1 (stereo not drawn)
→ 27 | -1% | i | -5% | 1% | 10% | i
CC(C)(C)C(=O)N1CCCN(c2ccnc3ccnn23)CC1
→ -18 | -5%[88.5 µM] | ? | 1%[87.6 µM] | nt | 13%[87.6 µM] | -28%[138 µM]
CCN1C(=O)CCN(C(=O)c2ccc(OC)nc2OC)CC12CCOCC2
→ -18 | i | -4% | -15% | -12% | -27% | -14%
CCC(=O)N[C@@H]1CN(Cc2ccccc2)C[C@H]1CN(C)C
→ 3 | 1% | i | 11% | 8% | -11% | -4%
O=C(NCc1cccc(F)c1)c1nc2c(o1)CCN(Cc1ccc3[nH]ccc3c1)CC2
→ 3 | 5%[88.5 µM] | ? | -15%[87.6 µM] | 1%[172 µM] | 3%[87.6 µM] | ?
Cc1cccc(C)c1-c1nnc2ccc(C(=O)NCC3CC3)cn12
→ 1 | i | -18%[172 µM] | 1%[87.6 µM] | nt | 81%[activator][87.6 µM] | -20%[138 µM]
Cc1nc(C)c(-c2ccc(SCC(=O)Nc3ccccc3F)nn2)s1
→ 20 | nt | nt | 7% | nt | 12% | nt
O=C(NCCc1noc(C2CC2)n1)Nc1cccc(C(F)(F)F)c1
→ 19 | i | ? | -9% | -7% | 6% | ?
CO[C@@H]1COCC[C@H]1NC(=O)c1ccc(SCCO)cc1
→ 14 | i | i | 0% | -6% | -14% | 0%
Cc1cnc(C(=O)N2CCC(N3C(=O)C4(CCCCC4)C3c3ccccc3)CC2)cn1 (stereo not drawn)
→ 0 | 1% | i | 1%[12.5 µM] | 7% | -5% | -15%
CN1C[C@H](O)C[C@H]1c1nnc2n1CCN(C(=O)CN1CCCCCC1)CC2
→ 2 | -9% | 0% | 1% | 1% | ? | -9%
CCc1ccc(N(CC)C(=O)c2cn(C)c(=O)c3cc(OC)c(OC)cc23)cc1
→ 19 | nt | nt | -5% | nt | 31%[activator] | nt
Cn1nccc1C(=O)N1CCN(C(=O)N2CC3CC(C2)[C@H]2CCCC(=O)N2C3)CC1 (stereo partly drawn)
→ 17 | i | 7% | -2% | 0% | 36%[activator] | i
COc1ccc(CN2C(=O)COC[C@H]2C(=O)N2CCC(Cc3ccccc3)CC2)cc1
→ 3 | -11% | ? | 15% | 2% | -24% | -14%
CCN1CCCCC12Cc1ccccc1CN(C(=O)CCC(=O)O)C2 (stereo not drawn)
→ 2 | i | -6% | 11% | nt | 7% | 4%
Cc1ccc(CC(=O)N2[C@@H]3CC[C@H]2CC(NC(=O)c2ccncc2)C3)cc1 (stereo partly drawn)
→ 18 | -8% | -8% | -18% | -5% | -23% | 0%
O=C(Nc1ccccc1)N1Cc2[nH]cnc2C[C@H]1c1nc(-c2ccc(Cl)cc2)no1
→ 11 | -7%[88.5 µM] | 100µM* | ? | 45µM* | -8%[87.6 µM] | ?
C[C@@H](Oc1cc(-n2cnc3ccc(OC4CCN(C)CC4)cc32)sc1C(N)=O)c1ccccc1C(F)(F)F
→ -7 | -5% | nt | ? | nt | nt | nt
C[C@@H](NC(=O)C1=C[C@@H](NS(=O)(=O)c2cccs2)[C@@H](O)[C@H](O)C1)C(N)=O
→ -7 | i | -5%[172 µM] | 10%[87.6 µM] | -2%[172 µM] | 2%[87.6 µM] | -3%[174 µM]
CC[n+]1c(/C=C/C=C2/N(C)c3ccccc3C2(C)C)sc2ccccc21
→ nt | i | nt | 10µM* | nt | ? | nt
CCC12CN3CC(CC)(CN(C1)C3c1cc(Br)ccc1OC)C2=O (stereo not drawn)
→ 10 | nt | nt | 7% | nt | -4% | nt

Continued, overlapping the part above by five compounds.
Values run as follows: IP6K1 inh | GPT2 inhibitor | HEK cytotox | SNCA viab count | FLuc inh | SNCA expr inhib | NIH3T3 tox
O=C(Nc1ccccc1)N1Cc2[nH]cnc2C[C@H]1c1nc(-c2ccc(Cl)cc2)no1
→ 11 | -7%[88.5 µM] | 100µM* | ? | 45µM* | -8%[87.6 µM] | ?
C[C@@H](Oc1cc(-n2cnc3ccc(OC4CCN(C)CC4)cc32)sc1C(N)=O)c1ccccc1C(F)(F)F
→ -7 | -5% | nt | ? | nt | nt | nt
C[C@@H](NC(=O)C1=C[C@@H](NS(=O)(=O)c2cccs2)[C@@H](O)[C@H](O)C1)C(N)=O
→ -7 | i | -5%[172 µM] | 10%[87.6 µM] | -2%[172 µM] | 2%[87.6 µM] | -3%[174 µM]
CC[n+]1c(/C=C/C=C2/N(C)c3ccccc3C2(C)C)sc2ccccc21
→ nt | i | nt | 10µM* | nt | ? | nt
CCC12CN3CC(CC)(CN(C1)C3c1cc(Br)ccc1OC)C2=O (stereo not drawn)
→ 10 | nt | nt | 7% | nt | -4% | nt
CN(Cc1ccc2nsnc2c1)Cc1cc2n(n1)CCCNC2
→ -25* | i | -10% | 0% | 7% | 4% | -7%
COc1cc(OC)cc(-c2cc3nc(C)c(CCC(=O)NCc4ccc(Cl)cc4)c(C)n3n2)c1
→ 7 | nt | nt | 0% | nt | ? | nt
Cc1ccncc1-c1c(C)nn2c1N(Cc1cccc(O)c1)CCC2
→ 0 | -14%[88.5 µM] | ? | -13%[87.6 µM] | 0%[172 µM] | -24%[87.6 µM] | ?
NC1(C(=O)N2CCC(c3nnc(Cn4ccnc4)n3C3CC3)CC2)CC1
→ 53 | i[11.5 µM] | i | 6% | 2% | 6% | i
Cn1ncc2c(C(=O)NCc3ccc(F)cc3)cc(-c3cccc(C(F)(F)F)c3)nc21
→ 5 | nt | -13% | nt | nt | nt | -9%
COCCNC(=O)c1c[nH]c2ccc(S(=O)(=O)Nc3ccc(F)cc3F)cc2c1=O
→ 16 | nt | nt | ? | nt | -10% | nt
CCOc1ccc(-c2nc(SCC(=O)Nc3cc(F)ccc3F)n3[nH]c(=O)cc3n2)cc1
→ 17 | nt | nt | 3% | nt | -8% | nt
CCCc1cc(N2CCC(NCc3cc(F)c(F)c(F)c3)CC2)nc(C)n1
→ 11 | 4% | 50µM* | -11% | 4% | -21% | ?
Cc1cccc(NC(=O)CSc2nc(C3CCCC3)nc3c2c(=O)n(C)c(=O)n3C)c1C
→ 6 | nt | nt | 10% | nt | -2% | nt
CCN(CC(C)(C)C)C(=O)CC1COc2ccc(C(=O)N(C)C)cc2N1C (stereo not drawn)
→ -4 | i[11.5 µM] | ? | -4% | -4% | 4% | -8%
O=C1c2cnc(-c3ccncc3)nc2OCCN1Cc1ccc(F)cc1F
→ -6 | ? | ? | -18%[87.6 µM] | -4%[172 µM] | 8%[87.6 µM] | ?
Cc1ccc(/C=C/c2onc(C)c2S(=O)(=O)N2CCC(C(=O)N3CCC(N(C)C(C)C)CC3)CC2)cc1
→ -4 | nt | nt | ? | nt | ? | nt
NC(=O)[C@@H](Cc1ccccc1)NC(=O)[C@@H]1[C@@H](NC(=O)Nc2ccc(F)cc2F)CCN1C(=O)c1cnccn1
→ 3 | ? | ? | 1% | 15% | 0% | -5%
CCOC(=O)c1cc(-c2ccccc2)n(CCC(=O)Nc2ccc(Cl)c(C(F)(F)F)c2)c1C
→ -3 | nt | nt | -27% | nt | ? | nt
Cc1ccc(C(=O)N(C)Cc2cccc(C(F)(F)F)c2)cc1
→ -6 | i | 100µM* | 0%[87.6 µM] | -2%[172 µM] | 0%[87.6 µM] | ?
O=C1c2ccccc2CN1C1CCN(Cc2ccc(C(F)(F)F)cc2)CC1
→ -12 | i | ? | 7% | nt | -25% | ?
COc1ccccc1N1CCN(C(=O)Cn2ncc3c(=O)oc4ccccc4c32)CC1
→ -13 | nt | nt | -6% | nt | -18% | nt
CC(C)(O)C1=CCC23COC(C2)C(O)(C(=O)O)CCC13 (stereo not drawn)
→ -9 | 3% | nt | 11% | nt | nt | nt
Cc1nc2cccnc2n1CC1CCCN(S(=O)(=O)c2cccc(F)c2)C1 (stereo not drawn)
→ -8 | i | 35µM* | 5% | -5% | -9% | ?
COc1ccc(N2CCN(c3oc(/C=C/c4cccc(OC)c4)nc3C#N)CC2)cc1
→ -7 | nt | nt | 10% | nt | 17% | nt
COc1cccc(CNC(=O)NC2CCc3n[nH]c(=O)n3CC2)c1 (stereo not drawn)
→ -2 | i | i | 2% | -8% | 1% | 5%
Cc1ncccc1OC1(C(=O)O)CCN(C(=O)Cc2ccn(C)c2)CC1
→ 0 | i | -4% | 7% | 9% | 49%[activator] | 5%

4 of these compounds in another layout.
| Compound | IP6K1 inh | GPT2 inhibitor | HEK cytotox | SNCA viab count | FLuc inh | SNCA expr inhib | NIH3T3 tox |
| --- | --- | --- | --- | --- | --- | --- | --- |
| Cc1ccc(C(=O)N(C)Cc2cccc(C(F)(F)F)c2)cc1 | -6 | i | 100µM* | 0%[87.6 µM] | -2%[172 µM] | 0%[87.6 µM] | ? |
| O=C1c2ccccc2CN1C1CCN(Cc2ccc(C(F)(F)F)cc2)CC1 | -12 | i | ? | 7% | nt | -25% | ? |
| COc1ccccc1N1CCN(C(=O)Cn2ncc3c(=O)oc4ccccc4c32)CC1 | -13 | nt | nt | -6% | nt | -18% | nt |
| CC(C)(O)C1=CCC23COC(C2)C(O)(C(=O)O)CCC13 (stereo not drawn) | -9 | 3% | nt | 11% | nt | nt | nt |
